Statin myotox sup: suppression of simvastatin myotoxicity | C2C12 myotubes + simvastatin, ATP luminescence, 48 h; scaled: DMSO 0, geranylgeraniol control 100 | rescue of ATP level, % at 7.49 µM | 330,000 tested, 0.78% active | AID 602340;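 active = mean ATP rescue above about 67%, or every replicate alone reaching that limit, limit read from the data, passing the limit was not always enough; inconclusive = no clear call, values can overlap the other calls; inactive = mean under the limit and some replicate under it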;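 also: myotubes were challenged with 10 µM simvastatin during compound exposure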
DENV2 CPE: protects cells from dengue virus 2 cytopathic effect. DENV2-infected cells, cytopathic effect rescue, plate reader. CPE inhibition, % at 9.99 µM. 350,000 tested, 1.7% active. AID 651640; in the data active = CPE inhibition above about 20%, passing the limit was not always enough; inconclusive = no clear call, values can overlap the other calls; tested in BHK-21 cells;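 also: 0% = median of neutral control wells and 100% = median of positive control wells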
SIRT5 inh: sirtuin-5 (human) deacylase inhibition | Purified SirT5, succinyl-peptide AMC, trypsin-coupled fluorescence | inhibition, % at 15 µM | Q9NXA8 | 330,000 tested, 1.1% active; in the data active = inhibition above about 15%; inconclusive = no clear call, values can overlap the other calls
Target sequence (Q9NXA8 whole entry, looked up): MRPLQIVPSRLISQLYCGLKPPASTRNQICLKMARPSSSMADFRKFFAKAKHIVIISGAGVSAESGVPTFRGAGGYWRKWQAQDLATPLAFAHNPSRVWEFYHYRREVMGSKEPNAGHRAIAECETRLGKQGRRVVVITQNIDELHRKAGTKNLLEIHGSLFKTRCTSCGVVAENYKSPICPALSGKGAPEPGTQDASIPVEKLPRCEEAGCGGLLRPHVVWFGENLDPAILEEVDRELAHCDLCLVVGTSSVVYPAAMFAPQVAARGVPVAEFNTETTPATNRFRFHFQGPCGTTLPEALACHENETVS
S100A4 inh HTS: S100A4-myosin IIA interaction inhibition | AID 652163 | 360,000 tested, 0.14% active | S100A4/TAMRA-MyoIIA peptide fluorescence polarization | P26447 | inhibition, % at 10.7 µM;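 active = mean inhibition of at least 70% across replicates, with every replicate also reaching that level; inconclusive = mean inhibition reaches 70% but some replicates fall short; inactive = mean inhibition below 70%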
Target sequence (P26447 whole entry, looked up): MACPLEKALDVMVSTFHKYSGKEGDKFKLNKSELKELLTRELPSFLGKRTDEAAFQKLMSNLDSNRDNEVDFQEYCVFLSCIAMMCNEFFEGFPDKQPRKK
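Compound dosing: one dose per compound; test system: human S100A4 monomer with TAMRA-labelled myosin IIA peptide; probe or stimulus: TAMRA-labelled myosin IIA heavy-chain peptide probe, 5 nM; medium: HEPES buffer with Ca2+, pH 7.2; schedule: 5 min incubation before reading; benchmarks: neutral control DMSO, positive control TFP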
E-selectin induc: induces E-selectin expression in human endothelial cells; P16581; HUVEC E-selectin immunofluorescence imaging; normalized: neutral wells 0, TNF-alpha wells 100; activation, % at 7.58 µM; 260,000 tested, 0.37% active; AID 686992;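 active = mean E-selectin-positive cell signal at least 10% of the positive control, reached in at least 60% of replicates, without over 20% cell loss; inconclusive = no rule given, readout overlaps actives, possibly toxicity-flagged; inactive = the rest, including those meeting only one limit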;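 also: in these data hits start at about 27%; measured in HUVEC primary endothelial cells; signal is the percent of cells scored E-selectin positive by PE staining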
Target sequence (P16581 whole entry, looked up): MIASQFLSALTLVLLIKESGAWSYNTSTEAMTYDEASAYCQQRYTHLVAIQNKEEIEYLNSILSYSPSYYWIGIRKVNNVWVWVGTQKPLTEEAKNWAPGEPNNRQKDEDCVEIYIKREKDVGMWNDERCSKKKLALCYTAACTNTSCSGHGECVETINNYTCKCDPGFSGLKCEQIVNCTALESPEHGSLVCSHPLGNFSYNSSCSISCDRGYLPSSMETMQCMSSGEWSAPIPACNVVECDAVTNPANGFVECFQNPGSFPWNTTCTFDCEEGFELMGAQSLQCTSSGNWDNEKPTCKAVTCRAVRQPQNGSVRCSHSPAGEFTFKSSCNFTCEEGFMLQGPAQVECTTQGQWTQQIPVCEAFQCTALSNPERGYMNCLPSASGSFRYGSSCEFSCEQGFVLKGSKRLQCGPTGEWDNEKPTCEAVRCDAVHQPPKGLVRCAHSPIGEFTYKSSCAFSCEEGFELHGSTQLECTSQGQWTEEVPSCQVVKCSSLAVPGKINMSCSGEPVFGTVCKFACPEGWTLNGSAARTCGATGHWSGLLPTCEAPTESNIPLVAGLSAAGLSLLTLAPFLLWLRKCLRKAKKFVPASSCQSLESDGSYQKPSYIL
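assay system = HUVEC, human umbilical vein endothelial cells | input = 3,000 HUVEC seeded per well | medium = EGM-2 growth medium on 0.1% gelatin-coated wells | dosing = one compound dose added by pin transfer | signal = immunofluorescence imaging | read-out basis = % PE-positive cells | control set = TNF-alpha, DMSO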
PglD DTNB: PglD (C. jejuni) enzyme inhibition | inhibition, % at 12.5 µM | 360,000 tested, 0.098% active | purified PglD enzyme, DTNB colorimetric CoA detection; in the data active = inhibition above about 16%, passing the limit was not always enough; inconclusive = no clear call, values can overlap the other calls; also: strong numbers were not always called active
ERp5 inh: ERp5 (human) disulfide isomerase inhibition. AID 651711. 350,000 tested, 0.05% active. ERp5 insulin aggregation, absorbance 650 nm, 90 min. Q15084. inhibition, % at 9.99 µM;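 active = mean replicate inhibition above about 25%, with every replicate also reaching it, limit read from the data, passing the limit was not always enough; inconclusive = only one of those two criteria met; inactive = neither criterion met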
* marks the source's active call; other numbers are inactive results; u = inconclusive; x = not tested or not shown; & = joins results of further samples. A portion of the library, so the mix of outcomes need not match the whole.

SMILES	Statin myotox sup	DENV2 CPE	SIRT5 inh	S100A4 inh HTS	E-selectin induc	PglD DTNB	ERp5 inh
COc1ccc(C(=O)NNC(=S)NC(=O)c2ccccc2)cc1	5	-9	3	6	x	-1	2
C[C@@H]1CN([C@H](C)CO)C(=O)c2cc(NS(=O)(=O)c3ccc(F)cc3)ccc2O[C@@H](C)CCCCO[C@@H]1CN(C)C(=O)CCCN(C)C	x	18	-4	-2	0.1	-2	-5
CNC(=O)C[C@H]1CC[C@@H]2[C@H](COc3ccc(NC(=O)Cc4cccs4)cc3C(=O)N2C)O1	15	8	x	x	0.1	0	x
C[C@@H]1CN([C@@H](C)CO)C(=O)c2cc(C#CCN(C)C)cnc2O[C@@H]1CN(C)C(=O)c1cccnc1	8	-1	1	-13	0.8	0	-2
CCN(CC)CCn1c(NC(=O)c2ccc(Cl)cc2)nc2ccccc21	x	-1	-7	1	x	x	3
Nc1ccc(C(=O)Nc2ccc3c(O)cc(S(=O)(=O)O)cc3c2)cc1	3	5	66*	-21	-0.2	-1	2
Cc1cc(C)c(OCC(=O)N2CC=C(c3ccccc3)CC2)c(C)c1	0	7	0	-3	0.1	-2	6
C=CCN(CC=C)C(=O)C1c2ccccc2Oc2ccccc21	0	-3	x	-5	0.2	-1	-6
CCCNC(=O)NNC(=O)c1ccc(F)cc1	x	x	-1	0	4.0	x	3
CC(NC(=O)/C=C/c1ccccc1)c1ccccc1 (centres undefined)	-27	-2	2	-5	-1.1	-3	5
O=C1CC(NCc2ccc3c(c2)OCO3)C(=O)N1CCc1ccccc1 (centres undefined)	2	x	-2	-1	x	-2	4
CCC(=O)N1[C@H](CO)[C@H]2c3ccccc3N(C(=O)CC(F)(F)F)C[C@H]21	7	4	-2	5	-0.1	-1	-4
O=C(O)CC1=C(Nc2ccccc2)C(=O)N(c2ccccc2)C1c1ccc(Cl)cc1 (centres undefined)	26	2	0	1	x	-5	-1
COC(=O)[C@H](CCSC)NC(=O)c1cc2c(cn1)[nH]c1ccccc12	3	10	-2	0	0.1	12	3
COCCN(C(=O)c1snc(C(N)=O)c1N)C(C(=O)NC1CCCCC1)c1cc(OC)c(OC)c(OC)c1 (centres undefined)	-9	10	-4	2	x	6	0
COc1ccc(S(=O)(=O)N2CCOCC2)cc1NC(=O)COC(=O)C1CCC1	6	-5	-3	1	x	2	1
CC(C)(c1ccccc1)c1ccc(OCCN2CCOCC2)cc1	3	12	-2	0	x	5	4
CN1CCN(C(=O)C2=C[C@H](c3ccc(Br)cc3)C[C@H](OCc3ccc(CO)cc3)O2)CC1	x	4	-2	41	x	x	-15
C[C@@H]1CN([C@H](C)CO)C(=O)c2cc(NC(=O)Nc3ccccc3)ccc2O[C@@H](C)CCCCO[C@H]1CN(C)C(=O)Nc1ccc(C(F)(F)F)cc1	x	7	-2	19	0.1	x	-4
Cc1ccc(CC(=O)Nc2ccc(F)c([N+](=O)[O-])c2)cc1	x	6	-4	-3	1.9	x	5
O=[N+]([O-])c1ccccc1S(=O)(=O)N1CCN(c2ccccc2)CC1	0	0	1	23	0.3	-1	2
N#C[C@@H]1[C@H](c2ccccc2)[C@H](CO)N1C(=O)c1cc(Cl)cc(Cl)c1	-15	10	-1	-2	1.6	-1	14
CC(C)NC(=O)N(C)C[C@@H]1OCCCC[C@@H](C)Oc2ccc(NS(=O)(=O)c3cccs3)cc2C(=O)N([C@H](C)CO)C[C@@H]1C	x	55*	-3	18	x	8	1
CCC(=O)Nc1ccc(/C(C)=N/NC(=O)c2c(Br)c(C)nn2C)cc1	x	-5	-5	-12	x	5	-2
C[C@@H]1CN([C@@H](C)CO)C(=O)c2cc(/C=C/c3ccccc3)cnc2O[C@@H]1CN(C)Cc1cccc(C(=O)O)c1	-29	-8	-8	3	0.1	1	1
More structures follow.
SMILES	Statin myotox sup	DENV2 CPE	SIRT5 inh	S100A4 inh HTS	E-selectin induc	PglD DTNB	ERp5 inh
OCCN1CCN(CC(O)COC(c2ccc(F)cc2)c2ccc(F)cc2)CC1 (centres undefined)	-2	2	-1	3	0.0	-5	-6
O=C(Cc1ccc(NC2=NC3CS(=O)(=O)CC3S2)cc1)NCc1ccccc1Cl (centres undefined)	1	3	-5	0	4.1	6	0
c1ccc2c(c1)OCCOCCOCCOCCOCCOc1ccccc1OCCOCCOCCO2	x	-1	9	2	-0.2	x	-2
COc1ccc(CCN(C)Cc2nc(-c3cnccn3)no2)cc1OC	x	5	0	-1	0.5	2	-1
O=C1/C(=C\c2ccsc2)N2CCC1CC2	0	2	1	-1	-0.2	-3	2
Cc1c(Cl)cccc1N1C(=O)CC(Sc2ccccc2N)C1=O (centres undefined)	-2	1	-4	-1	-1.7	3	-2
CCOC(=O)C(C)Oc1c(C(=O)OC)sc2ncccc12 (centres undefined)	x	10	-1	11	0.3	x	-1
CN1C[C@@H]2C[C@@H](c3cccn3-c3nccs3)N3CCC[C@@]23C1=O	x	u	-5	4	x	x	3
CN(C)C(=O)N1CCN(S(=O)(=O)c2ccc3ccccc3c2)CC1	9	0	-5	-3	0.0	x	-6
CN(Cc1cccs1)S(=O)(=O)c1ccc(Cl)cc1F	5	-7	14	2	-0.8	1	-2
O=S1(=O)CCOC[C@H](CC2CCCCC2)N1Cc1ccccc1F	-6	-3	-3	-1	x	0	1
Cc1nc2nc(SCc3ccccc3)nn2c(C)c1C	34	u	2	-5	x	3	-3
CCC(=O)N1c2ccc(S(=O)(=O)NCCc3ccc(C)cc3)cc2CC1C (centres undefined)	12	3	-5	0	x	1	x
CCN(CC)S(=O)(=O)c1cc(NC(=O)Cc2ccsc2)ccc1C	0	-3	-1	-4	1.7	-1	3
COc1cc(/C=N/NC(=O)c2ccc(C)nc2)cc([N+](=O)[O-])c1O	x	1	4	3	x	x	0
O=C(O)c1ccc(-c2cccc(-c3nn4c(=O)cc(N5CCNCC5)nc4s3)c2)cc1	1	3	4	20	x	-4	5
O=C(CCC(=O)N1CCOc2ccccc21)NCc1ccccn1	5	5	3	-5	-0.2	-1	1
CC(=O)Nc1ccc(NC(=O)C(C)N(C)CC(=O)Nc2ccccc2Br)cc1 (centres undefined)	8	7	-3	-10	0.0	-4	5
COc1ccc(S(=O)(=O)N(C)C[C@@H]2Oc3cc(C#CC4CCCCC4)ccc3S(=O)(=O)N([C@@H](C)CO)C[C@@H]2C)cc1	-18&-100&-23	-16&-2&3	1&-15&0	0&4&8	0.2&0.2	-5&0&-1	11&1&1
O=C(NC1CCN(S(=O)(=O)c2ccc(Cl)cc2)CC1)c1cccnc1	-45	-1	-2	-4	x	4	6
COCC1CCN(C(=O)c2cc(COc3ccc4ncccc4c3)on2)CC1	x	-3	0	6	0.0	x	5
COC(=O)c1sc(N(C)C)c(C#N)c1-c1ccccc1	-8	12	-2	-2	0.4	-3	2
COc1ccccc1[C@@]1(C)ON(c2ccccc2C(F)(F)F)C1=O	-5	6	-6	3	-0.1	1	-8
O=C(c1cn(Cc2ccccc2)nc1-c1cccnc1)N1CCN(Cc2ccccc2)CC1	6	-3	-3	-1	-0.2	-1	1
Cn1nnnc1NN=Cc1ccccc1	x	9	x	-1	-0.1	-4	-8

Continued; the last 5 above are carried over.
SMILES	Statin myotox sup	DENV2 CPE	SIRT5 inh	S100A4 inh HTS	E-selectin induc	PglD DTNB	ERp5 inh
COCC1CCN(C(=O)c2cc(COc3ccc4ncccc4c3)on2)CC1	x	-3	0	6	0.0	x	5
COC(=O)c1sc(N(C)C)c(C#N)c1-c1ccccc1	-8	12	-2	-2	0.4	-3	2
COc1ccccc1[C@@]1(C)ON(c2ccccc2C(F)(F)F)C1=O	-5	6	-6	3	-0.1	1	-8
O=C(c1cn(Cc2ccccc2)nc1-c1cccnc1)N1CCN(Cc2ccccc2)CC1	6	-3	-3	-1	-0.2	-1	1
Cn1nnnc1NN=Cc1ccccc1	x	9	x	-1	-0.1	-4	-8
COc1cc(/C=C2\C(C)=C(C#N)c3nc(N)c(C#N)c(C)c32)ccc1OCC(=O)O	-12	-5	7	-42	0.0	0	-6
COC(=O)C(C)Oc1ccc(-c2nccc(-c3ccc(F)cc3)n2)cc1 (centres undefined)	-8	7	-2	1	0.3	-1	4
c1ccc2sc(NN=C3CCCC3)nc2c1	x	4	-5	0	0.1	x	5
CCCCOC(=O)CCCc1ccc([N+](=O)[O-])cc1[N+](=O)[O-]	x	3	-2	-1	-0.2	x	0
COc1ccc(C(C(=O)NC2CCCC2)N(C(=O)c2ccco2)c2ccccc2C(C)=O)cc1OC (centres undefined)	-2	1	1	0	x	5	0
C[C@@H]1CN([C@@H](C)CO)C(=O)c2cccc(NC(=O)NC3CCCCC3)c2O[C@@H]1CN(C)Cc1ccc(Oc2ccccc2)cc1	x	2	4	2	0.0	0	13
C[C@@H](C(=O)Nc1ccc2ccccc2c1)[C@H]1C[C@]1(C)[C@H](NC(=O)c1cccnc1)c1ccccc1	x	-9	x	-7	-0.1	x	1
COc1ccc(-n2c(C)cc(/C=N/Nc3nc(N4CCOCC4)nc(N4CCOCC4)n3)c2C)cc1	x	-6	-2	-6	x	x	-1
O=C(C[C@H]1CC[C@H](NC(=O)c2ccncc2)[C@@H](CO)O1)Nc1ccccc1	2	-3	6	5	-0.4	-1	0
CC(C)C(NS(=O)(=O)c1cccs1)C(=O)NCc1ccccc1 (centres undefined)	-9	-3	5	2	0.0	4	9
O=C(CC(c1ccccc1)c1ccccc1O)N1CCCC1 (centres undefined)	-4	x	0	-2	x	-5	6
Cc1ccc(CC(CC(=O)O)C(=O)Nc2ccc(Cl)cc2)cc1 (centres undefined)	-7	-5	5	-2	0.0	6	-1
COc1ccccc1CNC(=O)CS(=O)(=O)c1ccc(C)cc1	x	8	1	-3	-0.2	1	-2
COCCNC(=O)C[C@@H]1CC[C@@H](NS(=O)(=O)c2ccc(C)cc2)[C@@H](CO)O1	2	10	-2	7	-0.3	6	1
O=C(CNCCc1ccccc1)N1CCc2ccccc2C1	0	1	1	-3	8.2	4	6
C[C@H](CO)N1C[C@H](C)[C@@H](CN(C)S(=O)(=O)c2cn(C)cn2)Oc2cc(Br)ccc2S1(=O)=O	-3	6&13	-2&-2	-2&68	0.0	2&-3	2&-11
C[C@@H]1CCCCO[C@@H](CN(C)C(=O)c2ccccc2)[C@H](C)CN([C@H](C)CO)C(=O)c2cc(NC(=O)Nc3ccc(C(F)(F)F)cc3)ccc2O1	x	-8	-4	2	0.6	-4	-2
Cn1nc(-c2ccccc2)c(CO)c1Oc1ccc(F)cc1	-1	x	3	12	x	x	-5
O=C(c1ccc(Cn2cc(Br)cn2)cc1)N1N=C(C(F)F)CC1(O)C(F)F (centres undefined)	x	-1	1	-4	x	x	1
COc1ccc(-c2csc(C(NC(C)=O)c3cccc(OC)c3)n2)cc1 (centres undefined)	44	9	x	-3	0.2	2	3
Fc1ccc(NCc2nnc3n2CCCCC3)cc1	x	2	0	-2	-0.5	x	5
Cc1cc(C)cc(Nc2ncnc3nc[nH]c23)c1	-60	1	1	0	0.1	-6	3
Cc1cc(C)cc(C(=O)NC(CC(N)=O)c2ccc(NCCN3CCCC3)c([N+](=O)[O-])c2)c1 (centres undefined)	-4	x	-2	6	0.2	2	5
CCOc1ccccc1NC(=O)c1sc2nc(C)nc(N3CCOCC3)c2c1C	1	-4	-4	-5	x	9	-1
CO[C@@H]1CN(C)C(=O)c2ccc(NS(C)(=O)=O)cc2OC[C@H](C)N(CC2CCCCC2)C[C@@H]1C	8	1	-7	-10	0.1	2	-11
COc1cc2c(cc1OC)C(c1ccc3c(c1)Cc1ccccc1-3)OC(=O)C2 (centres undefined)	-11	10	x	6	1.6	-2	1
